FBW7 act: human FBW7 E3 ligase activation, primary screen; actives 0.13% (n = 650,000); normalized activity (activation), % at 26.1 µM; AlphaScreen FBW7–phospho-cyclin E peptide binding, activator screen; Q969H0; in the data active = normalized activity above about 1.9%;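 also: purified mutant Fbw7 with reduced substrate affinity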
GPR151 activ: human GPR151 activation | activation, % at 11.2 µM | actives 1% (n = 650,000) | AID 1508602 | Q8TDV0 | PathHunter beta-arrestin GPR151 cells, luminescence; in the data active = activation above about 4.9%;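 also: 0% = median of compound wells and 100% = cells with positive control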
Target sequence (Q8TDV0 whole entry, looked up): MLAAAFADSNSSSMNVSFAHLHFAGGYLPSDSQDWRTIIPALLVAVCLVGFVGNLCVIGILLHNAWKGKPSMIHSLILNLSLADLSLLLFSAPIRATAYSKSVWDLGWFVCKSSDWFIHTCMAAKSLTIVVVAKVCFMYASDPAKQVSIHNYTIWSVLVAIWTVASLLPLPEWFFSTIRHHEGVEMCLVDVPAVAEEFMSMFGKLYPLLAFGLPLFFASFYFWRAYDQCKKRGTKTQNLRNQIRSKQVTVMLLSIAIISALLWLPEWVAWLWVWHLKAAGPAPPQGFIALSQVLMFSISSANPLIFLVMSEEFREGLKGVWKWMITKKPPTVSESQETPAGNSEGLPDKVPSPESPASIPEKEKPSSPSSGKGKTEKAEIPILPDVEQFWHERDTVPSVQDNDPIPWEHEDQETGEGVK
TEAD-YAP block: TEAD-YAP interaction inhibition; HEK-TIYL cells, TEAD-Gal4/YAP UAS-luciferase luminescence; inhibition, % at 9.12 µM; actives 1.4% (n = 640,000); AID 1259422; in the data active = inhibition above about 32%;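 also: 0% = median of test compound wells and 100% = reference inhibitor wells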
MITF primary: human MITF inhibition, primary screen; O75030; AlphaScreen MITF homodimerization, bead proximity signal; inhibition, % at 2.6 µM; actives 0.91% (n = 650,000); in the data active = inhibition above about 50%;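 also: 0% = vehicle wells with protein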
Target sequence (O75030 whole entry, looked up): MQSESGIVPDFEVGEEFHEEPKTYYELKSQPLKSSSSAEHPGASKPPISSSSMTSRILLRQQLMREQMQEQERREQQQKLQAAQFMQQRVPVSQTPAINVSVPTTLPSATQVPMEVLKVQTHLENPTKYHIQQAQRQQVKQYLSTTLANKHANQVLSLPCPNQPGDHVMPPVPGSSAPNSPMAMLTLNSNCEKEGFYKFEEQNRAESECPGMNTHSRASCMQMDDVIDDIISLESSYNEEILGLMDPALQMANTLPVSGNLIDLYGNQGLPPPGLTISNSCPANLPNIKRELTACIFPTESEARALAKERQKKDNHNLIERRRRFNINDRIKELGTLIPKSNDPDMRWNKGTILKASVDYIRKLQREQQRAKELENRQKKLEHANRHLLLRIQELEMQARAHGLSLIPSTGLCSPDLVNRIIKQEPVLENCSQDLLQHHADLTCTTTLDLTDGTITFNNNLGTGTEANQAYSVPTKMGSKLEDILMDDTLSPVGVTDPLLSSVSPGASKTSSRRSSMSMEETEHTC
An asterisk follows results filed as active.

smiles	FBW7 act	MITF primary	TEAD-YAP block	GPR151 activ
CCOc1ccc(S(=O)(=O)Nc2cccc(-c3cn4ccc(C)cc4n3)c2)cc1	0.1	5	-2	0.9
O=C(/C=C/NNC(=O)c1ccccc1)c1ccc(Br)cc1	0.0	-15	-36	1.1
CN1CCCc2cc(C(CNC(=O)Nc3ccc(F)cc3)N3CCOCC3)ccc21 (configuration not stated)	-0.1	11	-3	1.4
CNC(=S)Nc1cccnc1Cl	0.0	12	-7	2.5
COC(=O)c1ccsc1NC(=O)c1ccccc1C	-0.1	0	-3	3.2
C=CCN1C(=O)/C(=C\c2ccn(-c3cccc([N+](=O)[O-])c3)c2)C(=O)NC1=S	0.1	24	1	0.1
CCCCCC(=O)N1c2ccccc2NC2=C(C(=O)CC(c3ccc(N(CC)CC)cc3)C2)C1c1ccco1 (configuration not stated)	0.1	22	47*	-0.3
O=C(Nc1cc(Cl)ccc1Cl)C(F)C(F)(F)F (configuration not stated)	0.3	5	2	-0.4
CC1CCC(N2CCN(Cc3ccc(F)cc3)CC2)CC1 (configuration not stated)	-0.1	34	-3	0.2
Cc1nc2c(C(=O)NCC3CCCO3)cnn2c(C)c1Cc1ccccc1 (configuration not stated)	0.0	0	-3	0.3
O=[N+]([O-])c1ccc(C2N(c3ccc(Cl)cc3)CCN2c2ccc(Cl)cc2)cc1	0.0	10	-20	0.0
C/C(=N/NC(=O)c1ccccn1)c1ccccc1	-0.6	1	15	-4.5
O=C(NCCCN1CCCC1=O)c1cccc(Nc2ccncc2)n1	0.0	1	9	-1.0
CC(C)n1c(-c2ccccc2)nc2c(NC3CC3)ncnc21	-0.2	7	3	0.8
CC(=O)Nc1ccc(NC(=O)C(C)Nc2ccc(Oc3ccccc3)cc2)cc1 (configuration not stated)	0.1	10	-11	2.5

Overlap with the part before: two entries, then new ones.
smiles	FBW7 act	MITF primary	TEAD-YAP block	GPR151 activ
CC(C)n1c(-c2ccccc2)nc2c(NC3CC3)ncnc21	-0.2	7	3	0.8
CC(=O)Nc1ccc(NC(=O)C(C)Nc2ccc(Oc3ccccc3)cc2)cc1 (configuration not stated)	0.1	10	-11	2.5
COc1ccc(-c2nnc(SCc3ccc(Br)cc3)n2-c2ccccc2)cc1OC	0.1	-6	-7	-0.7
O=C(C1CC1)N1CCc2cc(Br)cc(S(=O)(=O)N3CCCCC3)c21	0.1	-1	2	-1.6
Brc1ccc2ncnc(N3CCCC3)c2c1	-0.1	-7	-1	0.0
CCOc1ccc(NC(=O)Nc2ccc(I)cc2)cc1	0.2	-15	-8	1.8
Nc1nnc(SCC(=O)Nc2cc(Cl)cc(Cl)c2)s1	0.1	6	3	2.1
O=C(COc1ccc(Cl)cc1Cl)N/N=C/c1ccc([N+](=O)[O-])c(O)c1	0.0	2	6	0.3
c1ccc(N2CCN(C3CCCN(Cc4cccn4-c4cccnc4)C3)CC2)cc1 (configuration not stated)	-0.3	9	-3	2.9
CS(=O)(=O)N(CC(=O)Nc1cccc(Cl)c1)c1cc(Cl)ccc1Cl	0.7	9	-2	0.3
CCc1ccc(OCC(=O)Nn2cnnc2)c(Br)c1	-0.1	0	-2	2.5
COCCCNC(=O)c1cc2c(C)nc3ccccc3c2o1	0.2	10	9	0.6
COC(=O)c1cc(NC(=O)COc2ccc(OC)cc2)ccc1Cl	0.1	15	-6	2.5
CCCCCn1c(NCc2ccccc2NS(=O)(=O)c2ccc(C)cc2)nc2ccccc21	0.4	2	6	-1.4
COc1ccc(NC(=O)C2C3C=CC4(O3)C2C(=O)N(C2CCCCC2)C4C(=O)NC2CCCCC2)cc1 (configuration not stated)	0.0	-20	-4	0.1
CCN(CC)c1ccc(/C=C(\C#N)c2[nH]nc(N)c2C#N)cc1	0.0	3	-57	0.3
N#Cc1ccccc1-c1nnn(CC(=O)NN)n1	-0.2	-1	2	0.6
CSc1cccc(NC(=S)NCCCO)c1	0.1	1	-6	-0.2
Cc1c(NC(=O)c2cc(C3CC3)on2)c(=O)n(-c2ccccc2)n1C	-0.2	-9	11	-0.4
Cc1ccc(C2(Cc3c(C)noc3C)C(=O)Nc3cc(F)ccc32)cc1 (configuration not stated)	0.0	7	-1	-0.6
Cc1c(C#N)c2ccccc2n1CC(=O)NC1CCCC1	0.1	0	-1	0.0
Cc1ccc(OCC(=O)Nc2cc(C)cc(C)c2)cc1	-0.1	0	-13	-1.2
C/C(=N\NC(=O)C1CC12CCC2)c1cccc([N+](=O)[O-])c1 (configuration not stated)	0.1	-3	-14	-0.8
CSc1nnc(C)c(=O)n1COC(=O)COc1ccccc1F	-0.2	-5	0	0.1
CCOCCCNC(=O)c1sc2nc(C)cc(C)c2c1-n1cccc1	1.1	-4	-25	-0.8
CCOC(=O)NC(Nc1ccc(OC(F)(F)F)cc1)(C(=O)OCC)C(F)(F)F (configuration not stated)	0.1	-6	-4	-0.1
c1ccc(-n2cnc3c(NC4CC4)nc(Nc4ccccn4)nc32)cc1	0.0	7	47*	-0.2
COc1ccc(CCNC(=O)C(C)SCc2ccccc2)cc1 (configuration not stated)	-0.1	9	7	-1.6
Cc1ccc2oc(C(=O)Nc3ccc(C)c(F)c3)cc2n1	0.2	-4	-63	-0.1
COc1cc(C#CC#CCN2CCCCC2)ccc1O	-0.2	-5	4	2.0
Cn1c(CC(=O)Nc2ccccc2)nnc1SCCOc1ccccc1	0.1	22	-4	0.2
CCOC(=O)C1CCCN(Cc2ccccc2OCC)C1 (configuration not stated)	0.0	35	6	-0.4
COC(=O)c1ccc2nc(Nc3nc4c(OC)cccc4s3)sc2c1	0.8	6	73*	-1.9
O=C(CN1CCC(N2CCCCC2)CC1)Nc1ccc2c(c1)OCCO2	0.2	7	-6	2.2
COc1ccc(-n2nc3cc(N)c(Br)cc3n2)cc1	-0.1	-7	-21	0.8
O=C(Nc1ccc2oc(-c3cccnc3)nc2c1)c1ncoc1-c1ccc(F)cc1	0.0	-7	1	-0.3
COc1ccc(-c2cc(Nc3ccc(Oc4ccccc4)cc3)nc(N)n2)cc1	0.1	8	-2	4.9
COc1cccc2cc(-c3nnc(Nc4cccc(C(F)(F)F)c4)s3)c(=O)oc12	0.9	3	-3	0.2
O=C(CSc1cccc[n+]1[O-])Nc1ccccc1OC(F)F	0.1	0	7	-0.2
CCOc1cc(C(=O)Nc2ccc(F)c(F)c2)cc(OCC)c1OCC	0.1	-11	-6	1.0
Oc1ccc(CCNc2ncnc3nc(Nc4ccccn4)[nH]c23)cc1	-0.1	-1	-4	0.1
CC(=O)Nc1ccc(OC(=O)CC2SC(=O)NC2=O)cc1 (configuration not stated)	0.0	0	-2	-0.1
Cc1ccc(NC(=O)COc2ccc(/C(N)=N/O)cc2)cc1C	-0.1	2	2	-0.9
COc1cc(NC(=O)c2sc3ncn(CC(=O)Nc4ccc(C)c(Cl)c4)c(=O)c3c2C)cc(OC)c1OC	0.4	11	-1	-0.7
COc1ccc(C(=O)Nc2ccccc2C(=O)NC(C)C)cc1[N+](=O)[O-]	-0.1	-7	-8	-0.7
CCOc1ccc(CC(=O)NNC(=S)NCC2CCCO2)cc1OCC (configuration not stated)	0.0	7	-7	0.9
CCN(CC)c1ccc(F)cc1[N+](=O)[O-]	0.1	2	10	0.1
COc1ccc(NC(=O)CNC(=O)Cn2ccc3ccccc3c2=O)cc1OC	-0.1	-3	6	1.0
O=C(O)c1ccccc1SCc1cccc([N+](=O)[O-])c1	0.0	2	-13	0.4
Cn1c(NC(=O)c2ccco2)nc2ccccc21	0.6	3	-22	1.5
O=C(CC(=O)N/N=C/c1ccc2c(c1)OCO2)NCc1ccccc1	-0.1	-5	-12	-0.3
Cc1cc(-c2cccnc2)nc(SCc2ccncc2)c1C#N	-0.1	12	-14	0.3
CNC(=O)c1cc2cc(OC)ccc2oc1=O	-0.1	-4	-7	-0.7
CCCCCC(=O)Nc1ccc(C(=O)Nc2cccc(Cl)c2)cc1	0.0	12	-1	0.8
CCCC/C(O)=C1\C(=O)CC(C)(C)CC1=Nc1ccc(OC)cc1	0.0	-2	-4	-1.1
COC(=O)C1=CN(c2ccc(Cl)cc2)C=C(C(=O)OC)C1c1ccccc1OC	-0.1	1	-5	0.1
Cc1ccc(NC(=O)Cc2ccc(Cl)cc2)cc1[N+](=O)[O-]	-0.1	10	3	1.3
CCOC(=O)c1ccc(-n2c(C)cn3c4c(=O)n(CCC(C)C)c(=O)n(C)c4nc23)cc1	0.1	1	10	5.1*
Cc1cc(NCc2ccccc2)nc(-n2nc(C)cc2C)n1	0.1	-12	65*	2.7
Cc1cc(=O)n2[nH]cc(C(=O)N[C@H](Cn3nnc4ccccc43)C(C)C)c2n1	0.0	5	8	0.2
C[C@H](Cn1nnc2ccccc21)NC(=O)c1cnccn1	0.1	-8	-2	1.2
COCCC(=O)NC(C)c1nnc2n1CCN(Cc1ccc(C#CC(C)(C)O)cc1)CC2 (configuration not stated)	0.2	8	2	-0.9

Of the compounds above, four contain a cyano group.
smiles	FBW7 act	MITF primary	TEAD-YAP block	GPR151 activ
CCN(CC)c1ccc(/C=C(\C#N)c2[nH]nc(N)c2C#N)cc1	0.0	3	-57	0.3
N#Cc1ccccc1-c1nnn(CC(=O)NN)n1	-0.2	-1	2	0.6
Cc1c(C#N)c2ccccc2n1CC(=O)NC1CCCC1	0.1	0	-1	0.0
Cc1cc(-c2cccnc2)nc(SCc2ccncc2)c1C#N	-0.1	12	-14	0.3

Following part:
smiles	FBW7 act	MITF primary	TEAD-YAP block	GPR151 activ
CC(NC(=O)c1cnc2ccccn12)c1ccccc1 (configuration not stated)	0.6	4	-2	1.2
CON(C)c1nc(OCCNC(=O)COc2ccc(Cl)cc2Cl)nc(N(C)C)n1	0.1	7	-5	1.0
CCOC(=O)Cn1nnnc1CN(CCCO)Cc1cc2c(C)ccc(C)c2[nH]c1=O	-0.2	9	-22	-0.8
O=C(O)c1ccc(N2C(=O)c3ccc(S(=O)(=O)c4ccc(C(=O)O)cc4)cc3C2=O)cc1	0.1	-10	-2	1.3
FC(F)(F)c1cc(Br)c2nc(-c3ccccc3)c(-c3ccccc3)nc2c1	0.0	0	5	-0.2
COc1cc(/C=C2/C(=O)N(c3ccc(C)c(C)c3)N=C2C)cc([N+](=O)[O-])c1O	0.4	7	3	-0.5
O=C(Cn1cc2c(n1)CCCC2)N1CCN(c2ccccc2)CC1	1.0	61*	3	2.9
O=C(Cn1ncc2ccccc2c1=O)N1CC[C@@H](c2ccccc2)[C@H](O)C1	-0.1	3	1	-0.9
CCOC(=O)C1=C(C)N=c2s/c(=C\c3cccc(OCc4cccc5ccccc45)c3)c(=O)n2C1c1ccc(SC)cc1 (configuration not stated)	0.1	-18	-1	0.8
O=C1C(NC2CCCC2)=C(N2CCOCC2)C(=O)c2ccccc21	-0.1	27	79*	-3.0
O=C(OCc1nnc(-c2ccccc2)o1)c1cc(Br)ccc1O	0.0	-6	-4	-1.9
CCCCCCNC(=O)c1c[nH]c2ccc(S(=O)(=O)N(C)c3ccc(Cl)cc3)cc2c1=O	0.0	10	2	-1.1
O=C(CC1CCCCC1)Nc1ccc(S(=O)(=O)N2CCOCC2)cc1	0.0	-1	7	1.1
Cc1ccc(NNC(=O)C(O)(c2ccc(Cl)cc2)c2ccc(Cl)cc2)c(Br)c1	-0.1	2	2	0.4
OCCN1CCN(c2cc(-c3cccnc3)nc(-c3cccnc3)n2)CC1	-0.1	2	-2	0.3
Cc1ccc(CN2CCNC(=O)C2CC(=O)NCCc2ccccc2C(F)(F)F)o1 (configuration not stated)	0.5	-5	-5	0.4
c1ccc(-c2nc3cccnc3nc2N2CCCC2)cc1	0.5	-2	12	-0.4
O=C(Nc1cc(Cl)ccc1O)c1cc2nc3c(c(C(F)(F)F)n2n1)CCc1ccccc1-3	0.0	-1	-2	0.2
COc1cccc(OC)c1OCCCSC#N	0.2	-5	-6	-0.4
CC(=O)NC1=NC(=O)/C(=C/c2ccccc2)S1	0.0	-1	2	-1.1
CSCC(=O)N1CCOc2ccc(CN3CCC(OCc4ccccc4)CC3)cc2C1	-0.1	8	12	1.4
COc1cc2c(cc1OC)C(=O)C(C)(C)N(Cc1ccccc1)C2	-0.2	0	-12	-0.1
O=C(CCc1ccccc1)Oc1ccccc1NC1=NS(=O)(=O)c2ccccc21	0.1	8	1	1.8
Cc1cc(N2CCc3c(nc(N4CC(C)OC(C)C4)[nH]c3=O)C2)nc(C)n1 (configuration not stated)	0.0	-6	-8	0.7
Cc1cc(C=C2C(=O)N(C)C(=O)N(C)C2=O)c(C)n1-c1cccc(C(=O)O)c1	0.0	5	3	-0.2
O=C(/C=C/c1cccs1)NCC1CCN(C(=O)/C=C/c2cccs2)CC1	0.1	17	-6	0.8
COc1ccc(-c2nnc(C3CCN(S(=O)(=O)c4cccc([N+](=O)[O-])c4)CC3)o2)cc1	0.1	1	3	-0.5
O=[N+]([O-])c1ccc(C2N(c3ccccc3)CCN2c2ccccc2)s1	-0.2	11	7	4.9*
COc1ccc(N(CC(=O)Nc2cccc([N+](=O)[O-])c2)S(C)(=O)=O)cc1OC	-0.1	8	-2	0.7
Cc1cc(C)c(OCC(=O)NCc2cccnc2)c(C)c1	-0.1	7	-8	-0.9
